HSP90 inh: blocks HSP90-mediated luciferase refolding in reticulocyte lysate; 0.91% of 290,000 active; Rabbit reticulocyte lysate, luciferase refolding luminescence, 3 h; inhibition, % at 5.6 µM;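 active means inhibition above the screen-wide mean plus 3 SD, computed separately per campaign, cut at about 16% in these data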;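 further: 0% = DMSO wells and 100% = 60 µM geldanamycin wells; inhibitors lower the luminescence because luciferase stays unfolded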
Dyrk1A ADPGlo: blocks rat Dyrk1A kinase activity; Q63470; ADP-Glo luminescence, NFATc1 peptide; inhibition, % at 12.5 µM; 0.43% of 310,000 active; AID 504441; in the data active means inhibition above about 50%;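 further: plate controls were vehicle with enzyme for no effect and no enzyme for full effect; many of its hits are not listed in these tables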
Platelet DG rel: platelet dense granule release activity. human platelet-rich plasma, SFLLRN dense granule ATP release, luminescence. inhibition, %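 (compounds screened at 7.5 µM in platelet-rich plasma)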. 0.22% of 300,000 active. AID 1663;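 active means mean replicate score, as percent of positive control, at or above 50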
GSK3B inh: blocks human GSK3beta kinase activity; AID 2097; 0.038% of 300,000 active; GST-GSK3beta kinase, ADP-Glo luminescence, 60 min; active compounds read low; activity score (negative = inhibition), % at 10 µM; P49841;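 active means more than half of replicate wells score below -50%, meaning over 50% inhibition versus plate controls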;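 further: 0% = median DMSO wells and -100% = median GW8510 positive control wells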
Target sequence (P49841 whole entry, looked up): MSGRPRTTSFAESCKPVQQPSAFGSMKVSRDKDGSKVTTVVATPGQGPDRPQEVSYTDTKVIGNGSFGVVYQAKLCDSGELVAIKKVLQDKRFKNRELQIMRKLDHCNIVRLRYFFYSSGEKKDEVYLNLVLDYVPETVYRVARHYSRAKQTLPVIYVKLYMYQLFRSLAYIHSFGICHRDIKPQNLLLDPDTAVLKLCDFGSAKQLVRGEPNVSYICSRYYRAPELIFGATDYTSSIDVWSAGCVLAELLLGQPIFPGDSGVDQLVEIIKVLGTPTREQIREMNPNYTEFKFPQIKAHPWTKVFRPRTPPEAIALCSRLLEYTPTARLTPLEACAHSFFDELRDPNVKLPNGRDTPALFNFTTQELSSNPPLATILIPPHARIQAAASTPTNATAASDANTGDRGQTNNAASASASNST
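Assay system: GST-tagged human GSK3beta kinase, cell-free; Input: 1.6 ng GSK3beta; Medium: Tris/MgCl2 kinase buffer; Timing: 60 min enzyme reaction, room temperature; Signal: ADP-Glo luminescence quantifying ADP generated by kinase; Evaluation: score relative to plate controls; Benchmarks: DMSO neutral wells and GW8510 at 20 µM as positive.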
GSK3 alpha inh: inhibitors of human GSK-3 alpha kinase; P49840; 0.1% of 320,000 active; ADP-Glo luminescence, 60 min; AID 2650; inhibition, % at 10 µM;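 in the data active means inhibition above about 50%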;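 further: GST-tagged GSK-3 alpha with peptide substrate and 25 µM ATP; 0% = DMSO neutral wells and 100% = GW8510 positive control wells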
Target sequence (P49840 whole entry, looked up): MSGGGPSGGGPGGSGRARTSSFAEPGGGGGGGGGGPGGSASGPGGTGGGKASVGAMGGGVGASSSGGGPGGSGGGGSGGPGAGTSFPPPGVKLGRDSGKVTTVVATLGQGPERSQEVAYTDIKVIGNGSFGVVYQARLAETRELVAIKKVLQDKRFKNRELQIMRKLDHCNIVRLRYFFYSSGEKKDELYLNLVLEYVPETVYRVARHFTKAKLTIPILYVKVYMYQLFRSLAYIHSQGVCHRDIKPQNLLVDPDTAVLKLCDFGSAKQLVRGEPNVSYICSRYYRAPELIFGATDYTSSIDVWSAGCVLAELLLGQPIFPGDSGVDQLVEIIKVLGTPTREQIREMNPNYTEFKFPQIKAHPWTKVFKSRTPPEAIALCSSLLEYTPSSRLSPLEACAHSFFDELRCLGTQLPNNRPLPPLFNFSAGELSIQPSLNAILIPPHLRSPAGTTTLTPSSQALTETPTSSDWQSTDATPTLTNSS
HSF1 activator: increases HSF-1 driven luciferase reporter signal; NIH3T3-HGL HSF-1 luciferase reporter, MG132, 8 h; 100% = twice DMSO control signal; activation, % at 9 µM; 1.7% of 300,000 active;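 active means mean replicate activation of at least 50% with a set share of replicates each reaching 50%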;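 further: 0% = median of the neutral control wells and 100% = twice that signal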
IEC-6 cytotox: counter-screen for KLF5 inhibitors: cytotoxicity in IEC-6 cells; IEC-6 cytotoxicity, luminescence viability; inhibition, % at 5 µM; 0.78% of 290,000 active; AID 1825; in the data active means inhibition above about 22%;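 further: 0% = plate median of test compound wells and 100% = cytotoxic reference compound wells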
KLF5 inh: kruppel-like factor 5 inhibition; DLD-1 KLF5 promoter-luciferase reporter, luminescence; inhibition, % at 5 µM; 0.23% of 290,000 active;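 active means inhibition above a per-plate limit of that plate's mean compound inhibition plus 3 SD, cut at about 60% in these data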;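 further: 0% = DMSO wells and 100% = LY294002 at 200 µM; higher means less KLF5 promoter-driven luciferase light; inactives centre near -14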
HSF1 inhib: HSF1 inhibition | NIH3T3-HGL HSE-luciferase, MG132-induced, luminescence 8 h; active compounds read low | activity change, negative = inhibition, % at 7.5 µM (by protocol) | 0.77% of 300,000 active;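 active means more than half of replicate wells show activity change below -50%, luminescence cut by over half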;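 further: luciferase reports HSF-1 transcriptional activity via heat shock element; 0% = median of DMSO wells and -100% = zero luminescence signal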
aSyn 5UTR inh: MLPCN primary screen, SNCA 5' untranslated region; inhibition, % (tested at 7.5 µM); 0.82% of 300,000 active; alpha-synuclein 5'UTR reporter, inhibitor activity; in the data active means inhibition above about 60%;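 further: H4 neuroglioblastoma cells stably carrying SNCA 5'UTR luciferase fusion; 0% = DMSO wells and 100% = positive control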
Numbers without * were called inactive; · = not tested or not shown. Some of the compounds tested, so the mix of outcomes need not match the whole.

| Structure | HSP90 inh | Dyrk1A ADPGlo | Platelet DG rel | GSK3B inh | GSK3 alpha inh | HSF1 activator | IEC-6 cytotox | KLF5 inh | HSF1 inhib | aSyn 5UTR inh |
| --- | --- | --- | --- | --- | --- | --- | --- | --- | --- | --- |
| Cc1cc(C)cc(OCC(=O)Nc2ccc3c(c2)C(=O)c2ccccc2C3=O)c1 | -4 | -1 | -2 | 3 | -6 | -1 | 0 | -1 | 9 | -11 |
| O=c1cc(-c2ccccc2)c2cc(Cl)ccc2[nH]1 | -1 | 1 | -2 | 0 | 2 | 1 | 5 | -13 | 4 | 26 |
| Cc1nnc(SCC(=O)NNC(=O)COc2ccc(Cl)cc2)s1 | 0 | · | 3 | 3 | 2 | -16 | -5 | 2 | -9 | 11 |
| O=C(c1cn(CC(=O)N2CCCC2)c2ccccc12)C1CCCCC1 | 4 | 6 | 3 | 2 | -2 | 1 | -6 | -18 | -13 | -3 |
| COc1cccc(NC(=O)CN(c2cccc(C(F)(F)F)c2)S(C)(=O)=O)c1 | 3 | 2 | -7 | 0 | 1 | 36 | -4 | -18 | -1 | -3 |
| O=C(NCCc1ccc(Cl)cc1)C1CCC(CNc2c(N3CCCCC3)c(=O)c2=O)CC1 (centres undefined) | 2 | 3 | 20 | 3 | 0 | -4 | 4 | -17 | -3 | 17 |
| COc1cccc(OCc2cc(C(=O)NCc3ccc4c(c3)OCO4)no2)c1 | 0 | 2 | 2 | 0 | 1 | 17 | -2 | -27 | 17 | -71 |
| Cc1ccc(SCCNC(=S)Nc2cc(C)cc(C)c2)cc1 | 3 | 1 | 4 | -1 | -1 | 0 | 8 | -14 | 0 | -5 |
| Cc1sc(NC(=O)C2=COCCO2)nc1-c1ccc(Cl)cc1 | · | -3 | 29 | 4 | -3 | 11 | · | · | 17 | -9 |
| Cc1ccc(S(=O)(=O)N2CCOCC2)cc1NC(=O)C(c1ccc(Cl)cc1)C(C)C (centres undefined) | · | -2 | -3 | 1 | 0 | -42 | · | · | -23 | 20 |
| O=C(Nc1cccc(Br)c1)c1ccc(CSc2ccccc2)cc1 | -2 | 1 | -5 | -2 | -1 | 14 | -1 | -21 | 9 | -57 |
| Cc1ccc(CNC(=O)C2CCN(S(=O)(=O)c3ccc4c(c3)CC(C)N4C(=O)C3CCC3)CC2)o1 (centres undefined) | -2 | -3 | -3 | -1 | -1 | 1 | 2 | -23 | 3 | 51 |
| O=C(c1ccc(Cl)c([N+](=O)[O-])c1)N(Cc1ccccc1)C1CCS(=O)(=O)C1 (centres undefined) | 4 | 7 | 6 | 3 | -2 | 17 | 4 | -5 | 1 | 3 |
| COc1ccc(C2=NNC(c3cccnc3)=Nc3ccccc32)cc1 | 0 | -3 | 2 | -2 | 6 | 2 | -1 | -27 | -3 | 8 |
| NS(=O)(=O)c1ccc(CCNC(=O)C(=O)NCC2OCCN2S(=O)(=O)c2cccs2)cc1 (centres undefined) | 2 | 0 | -7 | -4 | 5 | 17 | -2 | -21 | 8 | 1 |
| Cc1cc(C(=O)O)ccc1NCc1cccnc1 | 3 | 12 | -1 | -5 | 7 | 5 | -2 | -29 | -10 | -2 |
| Cc1ccc(S(=O)(=O)N(C)C)cc1NC(=O)COC(=O)CCCOc1ccccc1 | 5 | -7 | 18 | -1 | -1 | -12 | 11 | -17 | 1 | 5 |
| Cc1nc2c(C(=O)NCCC(C)C)c[nH]n2c(=O)c1Cc1ccccc1F | -8 | -8 | -5 | 8 | -7 | 10 | 6 | -6 | -5 | 5 |
| CCOC(=O)C1[C@H]2C(=O)N(C(C)c3ccc(OC)cc3)C[C@]23C=C[C@H]1O3 (some centres undefined) | -1 | -3 | 0 | 2 | 0 | 10 | 0 | -30 | -3 | 8 |
| Cn1cc(Cl)c(C(=O)NC2CCCCCC2)n1 | 2 | 1 | -3 | 1 | -1 | -3 | 2 | -10 | -4 | -45 |
| O=C(O)CNC(=S)NCc1ccccc1 | 3 | 2 | 0 | -2 | -3 | -8 | 4 | 8 | 4 | 20 |
| CCn1c2ccccc2c2cc(NC(C)=O)ccc21 | 2 | -6 | -45 | 1 | -2 | 19 | 1 | -9 | 6 | 6 |
| O=S(=O)(Nc1ccc(Oc2ncccn2)c(Cl)c1)c1ccc(F)cc1 | 4 | 0 | -7 | -2 | -5 | -6 | -2 | -44 | -20 | 4 |
| O=C(N/N=C\C=C\c1ccc2c(c1)OCO2)C1COc2ccccc2O1 (centres undefined) | 3 | -65 | 2 | 1 | -2 | 16 | -6 | -26 | 1 | -23 |
| O=C(COC(=O)CCc1c[nH]c(=O)[nH]1)Nc1ccccc1 | -1 | -2 | 2 | 2 | 0 | 10 | -2 | 9 | -5 | 0 |
| Oc1ccc(N2CCN(c3ncnc4sc(-c5ccccc5)cc34)CC2)cc1 | -3 | 3 | 10 | 2 | · | -6 | -4 | -15 | -6 | 21 |
| Cc1ccccc1C(=O)Nc1nnc(-c2cccnc2)o1 | -1 | -5 | 9 | -1 | 1 | -6 | -2 | -21 | -10 | 9 |
| Cc1ccnc(SC2CC(=O)N(c3ccc(C(C)C)cc3)C2=O)n1 (centres undefined) | 32* | 8 | -11 | 4 | -2 | -7 | 1 | -5 | -2 | 7 |
| CCCCn1c(N)c(N(CC(C)C)C(=O)CSc2nnc(-c3ccc(Cl)cc3)o2)c(=O)[nH]c1=O | · | 12 | 7 | 2 | 0 | 28 | · | · | 23 | 12 |
| C/C(=N\NC(N)=O)c1ccc(Cl)cc1 | 1 | 5 | -1 | 1 | -1 | 2 | -1 | -3 | 7 | 15 |

(cont.)
Short keys: A = HSP90 inh; B = Dyrk1A ADPGlo; C = Platelet DG rel; D = GSK3B inh; E = GSK3 alpha inh; F = HSF1 activator; G = IEC-6 cytotox; H = KLF5 inh; I = HSF1 inhib; J = aSyn 5UTR inh
> Cc1cc(Br)c2c(c1)=C(c1sc(N3CCCCCC3)nc1O)C(=O)N=2
  A: -5; B: -1; C: 4; D: 1; E: ·; F: 22; G: -1; H: -24; I: 12; J: -41
> CCOC(=O)c1c(C)[nH]c(C(=O)Cn2nnc(-c3ccccc3Cl)n2)c1C
  A: 0; B: -3; C: -3; D: 0; E: 0; F: 61*; G: 3; H: -4; I: 26; J: -37
> CN(C)CCCNC(=O)c1cc(Br)ccc1O
  A: 1; B: ·; C: -4; D: 1; E: 1; F: 3; G: -4; H: -16; I: -5; J: 18
> O=C(c1cc2c(s1)-c1ccccc1OC2)N1CCN(c2ccccc2)CC1
  A: 2; B: -1; C: 42; D: -3; E: -1; F: -70; G: -4; H: -65; I: -64*; J: -1
> CC(=O)c1ccc(NC(=O)c2c(C)nn(-c3ccccc3)c2Cl)cc1
  A: 2; B: -1; C: -7; D: -5; E: 5; F: 7; G: 14; H: -46; I: 8; J: -54
> COc1ccc(OC)c(-c2cc(C3CCN(C(=O)OC(C)(C)C)CC3)[nH]n2)c1
  A: -2; B: -1; C: -4; D: 1; E: -2; F: 14; G: 8; H: -39; I: 3; J: -51
> O=C(NCc1ccccc1)c1ccc(OCC2CCCO2)cc1 (centres undefined)
  A: -6; B: -2; C: 27; D: 5; E: -2; F: 8; G: 7; H: -6; I: 6; J: -27
> CCN(CC(=O)Nc1ccc(OC(F)F)cc1)C1CCCCC1
  A: 0; B: -1; C: -3; D: 0; E: -2; F: -3; G: -3; H: -6; I: -5; J: -8
> CCCNC(=O)c1ccccc1NC(=O)C1COc2ccccc2O1 (centres undefined)
  A: 1; B: 1; C: -2; D: -6; E: 1; F: -11; G: -2; H: -25; I: 0; J: -4
> C=CCn1c2ccccc2c(=O)c2cc(C#CC3(O)CCCCC3)ccc21
  A: 19*; B: ·; C: -4; D: -2; E: -1; F: -49; G: 4; H: -121; I: -44; J: -170
> CCC1=C(OC(=O)N(CC)CC)N2C(=O)OC(=NCCc3c[nH]c4ccccc34)[C@]2(C)[C@H]2C1=CC[C@H]1C(=O)N(CC(=O)OC)C(=O)[C@H]12
  A: ·; B: -1; C: -2; D: -2; E: -3; F: 15; G: ·; H: ·; I: 5; J: 11
> CC1CN(C(=O)c2cc3c(=O)n4ccccc4nc3n2C)CC(C)O1 (centres undefined)
  A: -3; B: -1; C: -6; D: 0; E: -1; F: 17; G: -1; H: -8; I: 1; J: 20
> O=C(CSc1nccn(-c2ccc(Br)cc2)c1=O)NCc1ccccc1
  A: ·; B: ·; C: -3; D: -4; E: ·; F: 10; G: ·; H: ·; I: -4; J: -6
> COCCNC(=O)CC(=O)N/N=C/c1cccc(C(=O)OC)c1
  A: 0; B: -6; C: 0; D: 2; E: 0; F: -4; G: 7; H: -30; I: -7; J: -29
> S=c1[nH]nc(C2CC2c2ccc(Cl)cc2)n1-c1ccc(Cl)cc1 (centres undefined)
  A: 3; B: 1; C: 11; D: 1; E: 2; F: -14; G: 0; H: -2; I: -4; J: 18
> CCOc1ccc(N2C(=O)c3ccccc3C2=O)cc1
  A: 1; B: -5; C: 7; D: -1; E: 1; F: 8; G: -6; H: -52; I: -1; J: 5
